APJ ag: agonists of human APJ apelin receptor | P35414 | CHO-K1 APJ PathHunter beta-arrestin, luminescence; 0% DMSO wells, 100% apelin | activation, % at 20 µM | 330,000 compounds, 0.11% hits;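 active = activation more than six SD over the plate average, tested at 20 µM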;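 also: 0% = DMSO alone and 100% = apelin-13 at 10 nM; some results filed as inactive read as strong as hits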
Target sequence (P35414 whole entry, looked up): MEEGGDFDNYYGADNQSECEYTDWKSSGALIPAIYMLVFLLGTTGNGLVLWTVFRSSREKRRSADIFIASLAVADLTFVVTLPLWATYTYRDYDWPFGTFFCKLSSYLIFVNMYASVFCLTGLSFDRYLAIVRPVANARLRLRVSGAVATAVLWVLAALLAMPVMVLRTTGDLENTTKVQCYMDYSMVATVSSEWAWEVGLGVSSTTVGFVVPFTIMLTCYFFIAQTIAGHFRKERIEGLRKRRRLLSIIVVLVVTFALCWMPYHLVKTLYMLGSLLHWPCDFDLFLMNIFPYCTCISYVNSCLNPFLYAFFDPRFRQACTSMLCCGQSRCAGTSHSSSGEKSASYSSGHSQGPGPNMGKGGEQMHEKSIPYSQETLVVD
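Material: engineered CHO-K1 APJ arrestin reporter cells; amount: 1000 CHO-K1 reporter cells seeded per well; incubation: compound stimulation 90 min at 25 °C, detection 60 min; signal: luminescent beta-gal fragment complementation, chemiluminescent substrate; read-out basis: APJ agonist activity; controls: DMSO-only wells as negative, 10 nM Apelin-13 as positive control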
tim23-1 inh: inhibits growth of tim23-1 mutant yeast; 330,000 compounds, 1.3% hits; S. cerevisiae tim23-1 growth, BacTiter-Glo luminescence, 24 h; inhibition, % at 20 µM; AID 463212;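 active = growth inhibition of the mutant yeast at or above 50%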;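 also: temperature-sensitive mutant grown at 25 °C; plate controls were DMSO-treated mutant yeast for no effect and medium wells lacking yeast for full effect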
MPTP inh: blocks calcium-induced mitochondrial swelling; isolated mouse mitochondria, Ca2+ swelling absorbance, 30 min; inhibition, % at 10 µM; 360,000 compounds, 1.4% hits;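 active = inhibition of 50% or more, scaled per plate between neutral and stimulator controls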;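 also: 0% = DMSO wells given calcium and 100% = 1 mM EGTA wells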
GRIN3A LBD mod: modulates the human NR3A ligand-binding domain. NR3A LBD differential scanning fluorimetry, Tm shift; 0% = protein alone, 100% = glycine-bound protein. Tm shift relative to glycine control, % at 25 µM. 340,000 compounds, 2.5% hits. AID 1259313;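 active = melting temperature shift of at least 10% of the positive control shift, at one fixed dose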
MIN6 prolif: MIN6 beta-cell proliferation induction | MIN6 cells proliferation, ATPlite luminescence, 48 h; cells starved in 0.2% serum; 100% = growth in 10% serum | proliferation, % at 10 µM | 330,000 compounds, 0.29% hits | AID 2380;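 active = compounds whose signal lies at least 3.5 SD above the mean of all wells on their plate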;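 also: 0% = DMSO-treated cells in low-serum medium and 100% = 10% serum control; some compounds called inactive have numbers as strong as hits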
APJ antag: blocks the human apelin receptor APJ; P35414; CHO-K1 APJ beta-arrestin complementation, luminescence; inhibition, % at 20 µM; 330,000 compounds, 0.32% hits; AID 2521;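 active = inhibition above about 40% at 20 µM, limit read from the data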;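 also: cells challenged with 10 nM apelin-13 agonist together with compound; plate controls were apelin-13 plus DMSO wells for no effect and DMSO wells lacking apelin-13 for full effect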
tim10-1 inh: inhibits growth of tim10-1 mutant yeast; S. cerevisiae tim10-1 ts strain growth, BacTiter-Glo, 24 h; inhibition, % at 20 µM; 330,000 compounds, 2.2% hits; AID 463190;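 active = inhibition of at least 40%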;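 also: mutant grown at 25 °C; 0% = DMSO wells with yeast and 100% = wells holding no yeast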
TIM10 inh: inhibits growth of TIM10 yeast strain | 330,000 compounds, 1.4% hits | S. cerevisiae TIM10 strain growth, BacTiter-Glo luminescence, 24 h | AID 463195 | inhibition, % at 10 µM;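 active = inhibition of 40% or more at the single tested concentration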;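 also: wild-type TIM10 isogenic control strain grown at permissive 25 °C; 0% = DMSO yeast wells and 100% = minimal medium wells without yeast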
NLRP3 yeast inh: inhibitors of NALP3 inflammasome in yeast; Yeast reconstituted NLRP3/ASC/caspase-1, beta-gal luminescence, 24 h; inhibition, % at 10 µM; 330,000 compounds, 0.39% hits; AID 2825;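 active = inhibition of 50% or more; inactive = inhibition below 50%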;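 also: plate controls were induced DMSO wells for no effect and uninduced yeast grown without galactose for full effect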
Starred values were filed as active, the others as inactive.

no.	smiles	APJ ag	tim23-1 inh	MPTP inh	GRIN3A LBD mod	MIN6 prolif
1	CCCN1CCCc2cc(CN(CCCN3CCOCC3)C(=O)Nc3ccc(OCC)cc3)ccc21	-3	8	-0.1	3	-5
2	COC(=O)C1=C(N)OC2=C(C(=O)CCC2)C1c1ccc2c(c1)OCO2 (stereo not given)	-3	15	1.2	-1	-4
3	N#Cc1c2n(c3c(=O)n(Cc4ccc(Cl)cc4)cnc13)CCCCC2	-2	41	-1.1	1	-2
4	NC(=O)CC(NC(=O)Cc1ccc(Cl)cc1)c1ccc(NCCc2ccccc2F)c([N+](=O)[O-])c1 (stereo not given)	5	14	-0.2	-12	-3
5	Cc1ccccc1-n1c(SCC(=O)NC(N)=O)nc2sc(-c3ccccc3)cc2c1=O	-2	20	0.2	-2	-4
6	Cc1ccc(NC(=O)C(c2ccccc2)N(C)C)cc1Cl (stereo not given)	-5	14	11	-1	-2
7	COC(=O)C1CN(C(=O)C(C)Oc2ccccc2Cl)c2ccccc2O1 (stereo not given)	-4	27	0.9	-1	-1
8	CC(=O)N1CCN(c2ccc(NC(=O)c3ccc(OCc4ccccc4)cc3)cc2)CC1	6	16	3.6	-15	-5

no.	APJ antag	tim10-1 inh	TIM10 inh	NLRP3 yeast inh
1	1	15	15	20
2	15	3	-4	11
3	-3	37	3	29
4	7	6	16	8
5	-5	20	25	-15
6	13	-6	-16	32
7	3	28	11	6
8	9	14	16	5

Random excerpt: six compounds from above
no.	smiles	APJ ag	tim23-1 inh	MPTP inh	GRIN3A LBD mod	MIN6 prolif
7	COC(=O)C1CN(C(=O)C(C)Oc2ccccc2Cl)c2ccccc2O1 (stereo not given)	-4	27	0.9	-1	-1
2	COC(=O)C1=C(N)OC2=C(C(=O)CCC2)C1c1ccc2c(c1)OCO2 (stereo not given)	-3	15	1.2	-1	-4
6	Cc1ccc(NC(=O)C(c2ccccc2)N(C)C)cc1Cl (stereo not given)	-5	14	11	-1	-2
8	CC(=O)N1CCN(c2ccc(NC(=O)c3ccc(OCc4ccccc4)cc3)cc2)CC1	6	16	3.6	-15	-5
5	Cc1ccccc1-n1c(SCC(=O)NC(N)=O)nc2sc(-c3ccccc3)cc2c1=O	-2	20	0.2	-2	-4
1	CCCN1CCCc2cc(CN(CCCN3CCOCC3)C(=O)Nc3ccc(OCC)cc3)ccc21	-3	8	-0.1	3	-5

no.	APJ antag	tim10-1 inh	TIM10 inh	NLRP3 yeast inh
7	3	28	11	6
2	15	3	-4	11
6	13	-6	-16	32
8	9	14	16	5
5	-5	20	25	-15
1	1	15	15	20

Next compounds.
no.	smiles	APJ ag	tim23-1 inh	MPTP inh	GRIN3A LBD mod	MIN6 prolif
9	O=C(COC(=O)c1cccs1)NCCN1C(=O)CSC1=O	-1	2	-0.5	-1	-2
10	COc1ccc(OC)c(/C=C/C(=O)OCC(=O)Nc2cccc(C(C)=O)c2)c1	2	22	-1.6	-5	0
11	COc1ccccc1N1CCN(C(=O)C2CCN(S(=O)(=O)c3ccccc3)CC2)CC1	-4	15	0.6	-1	-2
12	C=CCN1C(=O)C(Cc2ccc(F)cc2)S/C1=N/N=C/c1ccco1 (stereo not given)	3	7	-0.3	0	-1
13	Cc1ccc(NC(=O)NCc2cccnc2)cc1Cl	2	-2	0.6	-5	0
14	O=C(O)c1ccc2c(c1)C(=O)N(c1cccc(S(=O)(=O)Nc3cccc(C(F)(F)F)c3)c1)C2=O	-3	3	0.0	0	-2
15	COc1ccc(Cn2c(=O)[nH]c3cc(C(=O)Nc4ccccc4C)ccc32)cc1	-4	3	0.2	-2	3
16	COC(=O)c1ccc(Nc2ncnc3sccc23)cc1	0	17	-0.5	13*	0

no.	APJ antag	tim10-1 inh	TIM10 inh	NLRP3 yeast inh
9	-13	5	-8	-1
10	-18	19	-5	-1
11	15	17	15	13
12	6	18	5	-9
13	5	-25	6	8
14	-8	14	16	-7
15	6	11	-4	12
16	-31	3	-13	30

Other structures follow.
no.	smiles	APJ ag	tim23-1 inh	MPTP inh	GRIN3A LBD mod	MIN6 prolif
17	COc1ccccc1OCCn1c(=O)n(C)c2ccccc21	-1	6	2.9	2	-3
18	O=C(CC1NCCNC1=O)Nc1cccc([N+](=O)[O-])c1 (stereo not given)	-2	-2	-0.7	-1	5
19	NC(=O)c1oc2ccccc2c1NC(=O)CS(=O)(=O)c1ccccc1	-4	6	-0.4	-3	-2
20	O=C(Nc1cccc(S(=O)(=O)N2CCOCC2)c1)C1CCCN(C(=O)c2ccc(Cl)cc2)C1 (stereo not given)	0	12	7.2	0	-3
21	Cc1ccc(S(=O)(=O)N(C)CCCC(=O)Nc2ccc(F)cc2)cc1	-1	13	-1.3	-1	0
22	Cc1ccc(NC(=O)C2CCCCC2C(=O)O)cc1C (stereo not given)	-4	-7	0.9	0	-1
23	Cc1ccc(S(=O)(=O)NCCc2cn3nc(C)c(C)nc3n2)cc1C	-3	-5	-0.9	1	-2
24	CC(=O)Nc1ccc(S(=O)(=O)N2CCN(Cc3nc4sc(C)c(C)c4c(=O)[nH]3)CC2)cc1	-4	-6	1.7	1	-3

no.	APJ antag	tim10-1 inh	TIM10 inh	NLRP3 yeast inh
17	11	2	-20	8
18	-3	-9	-6	3
19	14	-8	-3	9
20	-7	6	9	6
21	-38	-13	-20	31
22	0	-21	-27	3
23	17	7	-2	10
24	-3	-12	-16	10

(cont.)
no.	smiles	APJ ag	tim23-1 inh	MPTP inh	GRIN3A LBD mod	MIN6 prolif
25	CC1(NC(=O)CSc2nnc(-c3c[nH]c4ccccc34)n2C2CC2)CCS(=O)(=O)C1 (stereo not given)	-1	11	1.5	3	2
26	C[C@H](NC(=O)c1ccccc1Cl)C(=O)OCC(=O)NNC(=O)c1cccs1	8	11	-0.1	-2	-1
27	Cc1cccc(C(=O)Nc2nnc(COc3ccccc3)s2)c1	-2	-10	2.1	1	0
28	CCOC(=O)C1=C(N)N2C(=O)C(C)SC2=C(C(=O)OCC)C1c1ccccc1 (stereo not given)	-3	22	1.3	0	1
29	Cc1ccc2[nH]c(=O)c(CNC(C)(C)C)cc2c1	-4	12	29	0	-1
30	O=C(NC(C(=O)N1CCCC1C(=O)O)=C1CCCCC1)c1ccccc1 (stereo not given)	-2	13	0.0	-2	1
31	Cc1nn2c(NCCCN(C)C)c3c(nc2c1-c1ccccc1)CCC3	0	7	-0.8	-1	-6
32	Nc1nnc(CSCc2ccc(F)cc2)s1	-4	-5	-1.1	1	0

no.	APJ antag	tim10-1 inh	TIM10 inh	NLRP3 yeast inh
25	-10	14	3	-4
26	-1	13	0	4
27	-8	-6	5	28
28	16	17	5	15
29	-13	5	-18	-8
30	8	2	3	1
31	0	12	8	5
32	-6	16	2	5

Remaining list, next part
no.	smiles	APJ ag	tim23-1 inh	MPTP inh	GRIN3A LBD mod	MIN6 prolif
33	Cc1ccc(N2C(=O)CC(N3CCc4ccccc43)C2=O)cc1Cl (stereo not given)	-1	-16	2.5	-2	-4
34	Cc1ccc(NC(=O)C2CCCN(c3ncccn3)C2)cc1C (stereo not given)	-1	15	-0.9	-1	7
35	CC(=O)c1ccc(S(=O)(=O)N(C)CCCC(=O)N2CCN(c3ncccn3)CC2)cc1	-4	23	1.2	1	-3
36	O=C(COC(=O)COc1cccc(F)c1)Nc1nc2ccccc2s1	-2	9	-0.9	-2	-1
37	O=C(CSc1nnnn1C1CC1)N1CCN(Cc2ccccc2F)CC1	-3	5	-1.0	0	0
38	CCN(Cc1cnn(C)c1)C(=O)c1cc(COc2cc(C)c(Cl)c(C)c2)on1	0	13	-1.7	-2	-2
39	CS(=O)(=O)N1CCN(c2ccccc2NC(=O)CSc2ccc(Cl)cc2)CC1	3	0	-0.8	5	-2
40	COc1ccc(/C=N\Nc2ccc([N+](=O)[O-])cc2)c(C(=O)O)c1OC	-5	-7	0.4	0	0

no.	APJ antag	tim10-1 inh	TIM10 inh	NLRP3 yeast inh
33	2	2	0	-1
34	5	-11	-8	10
35	16	34	23	17
36	4	-9	6	7
37	5	-3	3	16
38	-25	32	11	7
39	29	14	0	-4
40	47*	-20	13	23

More entries
no.	smiles	APJ ag	tim23-1 inh	MPTP inh	GRIN3A LBD mod	MIN6 prolif
41	COc1ccccc1NCC(=O)NNC(C)C(=O)Nc1cccc(Cl)c1 (stereo not given)	-3	5	-0.4	1	-2
42	Cc1cc(C)cc(NC(=O)C2CCN(S(=O)(=O)c3ccc4c(c3)NC(=O)C(C)S4)CC2)c1 (stereo not given)	0	5	2.3	3	-4
43	Cc1cccc(NC(=O)c2nc(-c3ccccc3)n(-c3ccccc3)n2)c1C	0	47	4.9	0	-1
44	CC1(C)CC(=O)C(C(=O)/C=C/c2ccco2)C(=O)C1	-3	-5	-2.5	-1	6
45	O=C(Nc1ccc2c(c1)OCCO2)C1CC1c1ccccc1 (stereo not given)	-1	4	0.5	-1	-3
46	Cc1cc2nc(-c3ccc[nH]c3=O)[nH]c2cc1C	-2	48	-0.1	0	-5
47	CCOC(=O)c1c(NC(=O)CSc2nc3ccccc3o2)sc(C)c1C	-1	13	3.1	-1	-6
48	CC(=O)Nc1ccc(S(=O)(=O)Nc2cccc(-c3nc4ccccc4o3)c2)cc1	-1	-2	31	12*	-2

no.	APJ antag	tim10-1 inh	TIM10 inh	NLRP3 yeast inh
41	-3	6	-5	14
42	-4	-17	-18	8
43	5	31	26	8
44	7	-22	-20	15
45	19	6	2	3
46	9	47*	35	2
47	-6	13	-9	16
48	13	28	28	6

(next part)
no.	smiles	APJ ag	tim23-1 inh	MPTP inh	GRIN3A LBD mod	MIN6 prolif
49	CC(=O)c1cccc(NC(=O)/C(=C\c2cccnc2)NC(=O)c2ccc(C)cc2)c1	-1	2	-0.3	-1	0
50	CCC(C)C(=O)Nc1nc(C)c(-c2csc(Nc3cc(Cl)ccc3OC)n2)s1 (stereo not given)	3	35	0.5	0	-8
51	CC1CCCCN1S(=O)(=O)c1ccc2c(c1)CCN2C(=O)C1CC1 (stereo not given)	1	41	-0.7	7	-1
52	CCOc1cccc2sc(N(CCN(C)C)C(=O)c3ccc4c(c3)OCCO4)nc12	2	6	0.3	4	1
53	COc1ccccc1/C=C/C(=O)OCC(=O)NNC(=O)c1ccccc1	-2	-7	-0.8	0	0
54	O=C(O)c1ccccc1C(=O)Nc1c(-c2ccccc2)nc2ccccn12	-2	4	0.2	0	0
55	O=C(Cc1ccccc1F)N1CCN(S(=O)(=O)c2ccc(Cl)cc2)CC1	-4	17	-1.8	1	2
56	CC(=O)Nc1nnc(SCC(=O)NCc2ccc3c(c2)OCO3)s1	-2	-4	-0.5	2	13*
57	CCOC(=O)c1oc2ccccc2c1NC(=O)C(C)(C)C	1	15	-2.9	1	3
58	Cn1c(=O)c2c(nc(Sc3ncnn3CC(=O)NC(C)(C)C)n2C)n(C)c1=O	0	-2	-0.2	-2	0
59	O=C(CNS(=O)(=O)c1ccccc1)N1CCc2ccccc2C1	-2	20	-0.1	0	0

no.	APJ antag	tim10-1 inh	TIM10 inh	NLRP3 yeast inh
49	28	-6	8	20
50	17	16	11	16
51	-38	30	21	11
52	16	19	9	14
53	6	-7	-2	-1
54	-12	7	-5	7
55	16	9	13	16
56	22	-13	6	21
57	-1	5	-32	15
58	-4	11	-1	13
59	-30	6	2	10
